hcDAF12 agonist – H. contortus DAF-12 activation, primary screen; 370,000 tested, 1.4% active; activation, % at 6.8 µM; HEK293 hcDAF-12 lit1-tk-luc reporter, luminescence; 0% DMSO, 100% Δ7-dafachronic acid;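 active means activation above the mean of all tested compounds plus 3 SD, cut at about 5.5% in these data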;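 further: 100% = response to 3 µM Δ7-dafachronic acid high control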
DAX1 inh-1 – inhibits human nuclear receptor DAX1; HEK293 Gal4-DAX1 luciferase reporter, luminescence; inhibition, % at 6.75 µM; 340,000 tested, 0.99% active; AID 504766;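 active means inhibition above the mean over all tested compounds plus 3 SD, cut at about 4.2% in these data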;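 further: 0% = DAX1-transfected cells with DMSO and 100% = empty-vector control cells with DMSO; inhibition shows as a rise in luminescence from relieved DAX1 repression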
Target sequence (P51843 207-470 limits assumed): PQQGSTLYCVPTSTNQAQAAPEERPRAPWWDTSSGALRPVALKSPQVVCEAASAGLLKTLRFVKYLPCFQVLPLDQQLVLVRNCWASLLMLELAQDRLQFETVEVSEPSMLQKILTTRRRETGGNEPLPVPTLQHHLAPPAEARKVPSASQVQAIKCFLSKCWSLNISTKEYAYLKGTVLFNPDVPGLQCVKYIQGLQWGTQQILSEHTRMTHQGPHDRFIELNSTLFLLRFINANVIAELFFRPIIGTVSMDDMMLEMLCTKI
GC-A act – GC-A (human) enzyme activation; HEK293 GC-A cells, cGMP TR-FRET, EC30 ANP; 0% at EC30 ANP, 100% saturating ANP; activation, % at 10 µM; 370,000 tested, 0.14% active; P16066; in the data active means activation above about 40%
FXN GAA850 act – frataxin GAA850 promoter activation; HEK293 lucGAA850 FXN promoter luciferase reporter, 24 h; percent of 10 µM SAHA response; activation, % at 6 µM; 360,000 tested, 0.56% active; AID 540364;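 active means activation above the average of all compounds screened plus 3 SD, cutoff fixed separately per campaign, cut at about 7.5% in these data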;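 further: 0% = DMSO wells and 100% = 10 µM SAHA wells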
ssDAF-12 act – activates DAF-12 receptor from parasite S. stercoralis. HEK293 ssDAF-12/GRIP1 lit1-tk-luc reporter, luminescence; % of 3 µM dafachronic acid response. activation, % at 6.8 µM. 370,000 tested, 1% active. AID 652126;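 active means activation above the mean over all tested compounds plus 3 SD, cut at about 0.9% in these data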;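 further: 0% = DMSO-only wells and 100% = 3 µM delta7-dafachronic acid wells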
PG9 binder – small molecules binding HIV-1 gp120 antibody PG9 | TR-FRET gp120-PG9 antibody binding | inhibition, % at 6.7 µM | 360,000 tested, 0.43% active | AID 624416; in the data active means inhibition above about 8.5%
DAX1 inh-2 – blocks DAX1 repression of SF-1 activated StAR promoter | HEK293T StAR-luciferase reporter, SF-1/DAX-1 repression relief | 370,000 tested, 1.1% active | AID 652010 | inhibition, % at 6.8 µM;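 active means inhibition above the mean over all tested compounds plus 3 SD, cut at about 3.6% in these data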;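 further: 0% = DAX-1 cells with DMSO and 100% = cells lacking DAX-1 with DMSO; higher inhibition means more luminescence from relief of DAX-1 repression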
hgDAF12 agonist – agonists of H. glycines DAF-12 nuclear receptor | 370,000 tested, 1.8% active | HEK293 GAL4-hgDAF12 UAS-luciferase reporter, agonist luminescence; normalized to butyrate control | activation, % at 6.8 µM | AID 687014;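 active means activation above a cutoff set at the mean of all screened compounds plus 3 SD, cut at about 10% in these data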;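 further: 0% = DMSO wells and 100% = sodium butyrate wells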
ADAM10 inh – inhibits human ADAM10. O14672. recombinant ADAM10, EDANS/DABCYL FRET peptide cleavage, 3 h. inhibition, % at 7 µM. 370,000 tested, 0.62% active. AID 720582;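 active means inhibition above a per-campaign cutoff equal to the mean of compounds falling between control-based bounds plus 3 SD, cut at about 20% in these data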;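 further: 0% = DMSO wells while the 100% control is not disclosed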
Target sequence (O14672 214-748 limits assumed): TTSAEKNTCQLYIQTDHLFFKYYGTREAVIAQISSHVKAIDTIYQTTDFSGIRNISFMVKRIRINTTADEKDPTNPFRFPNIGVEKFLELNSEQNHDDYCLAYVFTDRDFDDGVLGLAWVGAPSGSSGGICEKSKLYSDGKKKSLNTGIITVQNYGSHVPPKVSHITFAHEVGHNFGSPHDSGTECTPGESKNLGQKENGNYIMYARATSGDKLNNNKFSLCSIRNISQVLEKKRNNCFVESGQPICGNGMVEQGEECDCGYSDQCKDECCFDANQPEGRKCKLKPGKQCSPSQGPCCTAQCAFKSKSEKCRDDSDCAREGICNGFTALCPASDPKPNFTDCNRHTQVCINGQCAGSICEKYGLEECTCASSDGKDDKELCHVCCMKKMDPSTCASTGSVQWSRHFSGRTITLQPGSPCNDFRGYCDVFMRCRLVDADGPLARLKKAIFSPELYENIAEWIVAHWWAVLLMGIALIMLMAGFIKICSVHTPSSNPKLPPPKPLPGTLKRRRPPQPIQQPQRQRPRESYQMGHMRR
SMARCA2 activ – SMARCA2 function activation, primary screen | MG213 cells, MMTV-luciferase reporter, dexamethasone, overnight | activation, % at 9.1 µM | 370,000 tested, 1% active | AID 652017; in the data active means activation above about 7.8%;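 further: 0% = vehicle wells and 100% = reference activator wells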
ADAM17 inh – ADAM17 inhibition, QFRET primary screen; inhibition, % at 6.95 µM; recombinant ADAM17, EDANS/DABCYL FRET peptide cleavage; 370,000 tested, 0.83% active;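 active means inhibition above the mean of compounds lying between control limits plus 3 SD, set per campaign, cut at about 8.5% in these data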;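 further: 0% = DMSO-only wells as the low control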
Numbers without * were called inactive; · = not tested or not shown.

SMILES,ADAM10 inh,SMARCA2 activ,FXN GAA850 act,DAX1 inh-2,ADAM17 inh,PG9 binder,hgDAF12 agonist,GC-A act,hcDAF12 agonist,DAX1 inh-1,ssDAF-12 act
Cn1ncc([N+](=O)[O-])c1C(=O)N/N=C/c1c[nH]c2ccccc12,-1.1,-2.1,2.6,-0.9,-1.3,-0.8,2.9,2.2,3.7,0.5,-0.3
Cc1ccc(S(=O)(=O)N2CCN(C(=O)c3ccccc3)CC2)c(C)c1NS(C)(=O)=O,-1.9,0.4,-0.4,0.3,5.3,-1.8,-2.1,-0.8,-0.9,1.3,-1.1
CCCCNC(=S)N/N=C/c1ccc(C#N)cc1,-13.2,-2.0,1.6,-0.8,-5.3,-0.8,-3.4,-1.8,-3.7,·,-1.7
CCn1cc(CN2CCC(n3nccc3NC(=O)CCOc3ccccc3)CC2)cn1,6.2,-1.4,2.5,-2.0,-5.7,-1.4,-2.6,1.3,-2.8,0.1,-1.3
CCOC(=O)C1C(=O)NC(N2CCN(Cc3ccccc3)CC2)=NC1c1ccco1 (stereo not given),-2.0,-3.4,1.4,0.5,-3.0,2.4,2.5,1.4,-0.7,0.7,-1.7
O=C(N/N=C/C1CC=CCC1)c1ccccc1O (stereo not given),-11.4,3.9,2.5,1.7,-3.9,0.9,4.4,0.7,-1.3,0.8,-0.6
CN1CCCC(OC(=O)COc2ccc(Br)cc2)C1 (stereo not given),-6.7,0.8,-1.1,-0.8,-4.4,0.1,1.1,5.8,-1.9,0.0,-0.6
CCOC(=O)CSc1nnc(CNC(=O)c2cc(OCC)c(OCC)c(OCC)c2)n1C,0.5,-0.9,-0.9,0.2,-4.3,1.6,1.0,-2.6,-1.5,2.2,-0.3
O=C1C=C(O)C(n2cncn2)C(c2cc(F)ccc2F)C1 (stereo not given),2.0,5.6,0.3,0.5,-3.8,-0.7,-0.8,1.5,1.5,-0.5,-0.7
O=[N+]([O-])c1ccccc1CSc1ccccn1,2.2,-0.6,0.9,0.0,-0.6,-1.5,0.1,-0.3,-2.0,·,-1.1
Cc1ccc(N2C(=O)CCC2(C#N)c2ccccc2)cc1 (stereo not given),4.1,-2.9,-1.2,0.3,3.6,-2.2,-0.2,-4.4,0.5,0.8,-1.5
CC(C)C(NC(=S)NCc1ccccc1)C(=O)O (stereo not given),-17.0,-4.8,1.8,0.5,-9.8,-0.6,-0.7,2.6,-1.4,-0.5,-0.7
CCOc1ccc(-n2c(=O)c3c4c(sc3n(CC(=O)NCCCOC)c2=O)CCCCC4)cc1,-0.6,-2.6,2.8,-0.3,-4.5,0.7,-5.0,-4.3,-0.4,-0.7,-1.3
OC[C@@H]1CN(Cc2ccc(F)cc2)C[C@H](n2cnc3c(NC4CC4)ncnc32)O1,-16.1,0.2,0.6,-0.8,-2.9,-0.2,2.7,-1.0,-1.9,·,-1.3
NC(=S)NN=C1CCCCCCCCC1,-12.7,-3.6,-2.9,-0.8,-2.3,-1.9,-0.6,0.1,-1.4,0.2,-0.4
Cc1cc(C)n2nc(CNS(=O)(=O)c3ccc(C)c(C)c3)nc2n1,-7.8,0.2,-0.1,-0.7,-2.0,-1.2,6.6,2.3,3.1,1.3,-0.9
C=CCS(=O)(=O)N1CCC(CCOc2ccccc2)(C(=O)OCC)CC1,4.8,3.1,1.4,-0.1,1.6,-1.8,-1.1,1.1,-0.4,2.2,-1.5
Cc1ccc(Cc2cnc(NC(=O)/C(C#N)=C/c3ccc(-c4ccc([N+](=O)[O-])cc4)o3)s2)cc1,-3.3,-4.4,-0.8,0.0,-5.3,1.3,-0.4,-1.1,-1.1,-0.3,-1.1
O=c1c2c3c(sc2ncn1-n1cccc1)CCCCC3,8.1,0.1,1.2,0.1,2.1,-1.4,4.7,-6.2,-1.4,-0.6,-1.3
CN1CCN(CCCNC(=O)c2ccc(/C=C3\Sc4ccccc4N(Cc4ccccc4F)C3=O)cc2)CC1,-6.6,0.2,2.3,-0.4,-4.4,-0.2,-4.8,-1.7,-1.5,-2.0,-1.1
Cn1c(Cn2nnc3ccccc32)nnc1SCC(=O)Nc1ccc2c(c1)OCO2,-11.0,-2.7,0.5,-1.1,-6.5,1.7,0.5,-5.5,-0.3,0.3,-1.3
Cc1noc(C)c1CSCC(=O)Nc1cc(C(F)(F)F)ccc1N1CCCCC1,-5.6,-3.2,0.7,-1.2,-0.5,-0.1,1.1,-1.3,-1.7,1.2,-1.6
N#C/C(=C(/O)CCl)c1nc2c(s1)CCc1ccccc1-2,-24.3,2.4,-0.6,-0.2,-7.2,-0.8,4.4,4.5,3.8,-1.3,-0.3
CC(=O)Nc1ccc(NC(=O)C(C)OC(=O)c2cccs2)cc1 (stereo not given),-2.0,-2.8,-0.6,0.4,-0.4,-0.1,0.5,0.2,-0.1,0.4,-0.9
O=C(O)CCS(=O)(=O)Cc1cccc(Cl)c1,-10.2,-1.4,-0.4,0.4,-1.6,0.8,-2.5,5.2,-0.6,1.9,-1.4
O=C(CSc1nc2ccccc2n1Cc1ccc(Cl)cc1)N/N=C/c1ccc(C(=O)O)cc1,-1.6,0.4,0.2,-0.4,1.5,-2.1,-2.0,-1.6,-1.6,-1.2,-1.2
O=c1c2ccccc2n2c(=S)[nH]nc2n1-c1ccccc1,-4.6,-0.2,5.3,-0.2,-1.6,-0.6,6.8,2.1,0.2,-0.5,-0.3
CCOCCCNCc1cccc(OCc2ccc(F)cc2)c1,-4.5,-3.7,0.8,0.4,-3.6,-0.6,-0.8,-1.6,-1.6,0.1,-1.4
O=C(Nc1nccs1)c1sc2ccccc2c1Cl,-10.2,6.0,1.9,3.2,-6.5,-0.3,17.5*,13.3,15.1*,-0.8,3.0*
Cc1nnc(SCC(=O)N(C)c2ccccc2)n1Cc1ccccc1,-5.0,-2.4,1.0,-1.2,-2.5,-2.0,2.6,0.4,-1.6,3.1,-1.6

Some entries already given, reduced to SMARCA2 activ:
canonical_smiles | SMARCA2 activ
O=C(O)CCS(=O)(=O)Cc1cccc(Cl)c1 | -1.4
O=C(Nc1nccs1)c1sc2ccccc2c1Cl | 6.0

Continuation:
SMILES,ADAM10 inh,SMARCA2 activ,FXN GAA850 act,DAX1 inh-2,ADAM17 inh,PG9 binder,hgDAF12 agonist,GC-A act,hcDAF12 agonist,DAX1 inh-1,ssDAF-12 act
CC(C)CCNC(=O)C(=O)NC1CCCC1,-1.6,1.0,4.0,0.5,-0.5,-0.3,9.4,3.9,1.3,1.2,0.6
CCCC(=O)c1c(NCCO)cc(C)oc1=O,8.9,-1.6,0.3,-0.2,0.3,-1.7,3.8,3.7,1.7,1.2,-1.4
CCCN(c1ccc(OCC)cc1)S(=O)(=O)c1ccc2c(c1)NC(=O)CO2,2.7,-0.6,-2.0,0.1,1.6,-0.3,0.3,-0.8,-1.1,0.0,-1.2
C/C(=N\N=C1\NC(=O)C(CC(=O)O)S1)c1ccccn1 (stereo not given),5.1,-5.2,2.7,0.1,0.7,0.6,-1.1,1.5,-0.7,·,-0.9
Cc1ncc([N+](=O)[O-])n1CC(=O)NC1CCCC1,-1.2,2.0,2.1,-0.2,2.0,-0.4,0.6,-0.1,2.6,-0.5,-1.4
Cc1ccc(F)cc1C(=O)N1CCCC(C)(C(=O)NS(=O)(=O)C2CC2)C1 (stereo not given),2.4,-1.4,0.1,-0.8,-0.7,-0.1,0.8,0.5,-0.9,·,-1.1
Cc1occc1C(=O)NCCCCNC(=O)c1ccoc1C,2.2,-1.3,-0.4,-0.6,-4.2,0.3,1.1,-5.3,0.1,0.7,-1.0
Cc1c(NC(=O)c2cccs2)c(=O)n(-c2ccccc2)n1C,-3.0,-3.8,1.5,-0.3,-7.6,-1.5,-3.0,0.8,-1.0,0.2,-1.9
Cc1ccc(C)c(NC2CCCCC2NS(=O)(=O)c2ccccc2)c1 (stereo not given),6.5,-1.9,3.3,4.2*,1.4,0.7,-1.4,-3.7,-1.5,-0.1,-1.4
COc1ccc(C2/C=C\CC(OCc3ccccc3)CC(=O)N2Cc2cccc(F)c2)cc1 (stereo not given),3.2,-4.7,-1.2,-1.9,-1.3,-1.7,-0.7,-2.8,0.0,-1.4,-0.5
CCO[C@@H]1OC(C(=O)NC2CC2)=C[C@H](c2coc3ccccc3c2=O)[C@H]1CCCO,-27.7,0.8,-0.4,-0.3,-14.1,-0.8,1.2,-1.6,-1.2,1.3,-1.5
CC1CCN(c2ccccc2NC(=O)c2cc3ccccc3o2)CC1,10.7,2.9,2.9,1.3,-1.6,-1.0,1.1,-11.2,2.8,-0.2,-1.1
Cc1ccc(C(C)C)c(OCCn2ccnc2C)c1,-1.1,-1.4,0.2,0.1,1.1,-2.1,-1.0,-3.1,-3.3,-0.4,-1.4
CC1N=C2c3ccccc3N=C(SCc3cc(=O)n4cc(Cl)ccc4n3)N2C1=O (stereo not given),-94.0,5.0,0.4,0.0,-21.3,-1.2,-1.9,6.7,0.3,0.9,-1.1
CCCOc1ccc(C2C(=O)N(C3CCCCC3)CC(=O)N2CCCOCC)cc1OC (stereo not given),0.2,0.7,3.2,-0.2,-2.5,-0.2,-0.1,-0.3,-2.5,0.2,-1.5
O=C(NCc1ccc(Cl)cc1)[C@@H]1CCCN1S(=O)(=O)c1ccc(Cl)cc1,-4.6,-0.5,0.7,-1.3,-1.4,1.3,2.5,-2.0,-0.8,3.1,-1.6
